sPLA2-III inh: Inhibits HGIII-sPLA2 liposome hydrolysis, primary screen. actives 0.56% (n = 370,000). QFRET BODIPY PC-A2 liposome hydrolysis, fluorescence. Q9NZ20. inhibition, % at 12.2 µM. AID 743126;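 active means inhibition above mean plus 3 SD of compounds lying within the high and low control bounds, cut at about 19% in these data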;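 further: 0% = median of test compound wells and 100% = no enzyme DMSO wells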
SMARCA2 act: SMARCA2 function activation, primary screen; MG213 cells, MMTV-luciferase reporter, dexamethasone, overnight; activation, % at 9.1 µM; actives 1% (n = 370,000); in the data active means activation above about 7.8%;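 further: 0% = vehicle wells and 100% = reference activator wells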
PLC-beta3 inh: inhibitors of human phospholipase C beta3 | AID 720704 | Q01970 | Purified PLC-beta3, fluorogenic substrate, fluorescence | inhibition, % at 12.2 µM | actives 0.18% (n = 370,000); in the data active means inhibition above about 11%;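 further: 0% = median of compound wells on plate and 100% = full blocker control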
Target sequence (Q01970 whole entry, looked up): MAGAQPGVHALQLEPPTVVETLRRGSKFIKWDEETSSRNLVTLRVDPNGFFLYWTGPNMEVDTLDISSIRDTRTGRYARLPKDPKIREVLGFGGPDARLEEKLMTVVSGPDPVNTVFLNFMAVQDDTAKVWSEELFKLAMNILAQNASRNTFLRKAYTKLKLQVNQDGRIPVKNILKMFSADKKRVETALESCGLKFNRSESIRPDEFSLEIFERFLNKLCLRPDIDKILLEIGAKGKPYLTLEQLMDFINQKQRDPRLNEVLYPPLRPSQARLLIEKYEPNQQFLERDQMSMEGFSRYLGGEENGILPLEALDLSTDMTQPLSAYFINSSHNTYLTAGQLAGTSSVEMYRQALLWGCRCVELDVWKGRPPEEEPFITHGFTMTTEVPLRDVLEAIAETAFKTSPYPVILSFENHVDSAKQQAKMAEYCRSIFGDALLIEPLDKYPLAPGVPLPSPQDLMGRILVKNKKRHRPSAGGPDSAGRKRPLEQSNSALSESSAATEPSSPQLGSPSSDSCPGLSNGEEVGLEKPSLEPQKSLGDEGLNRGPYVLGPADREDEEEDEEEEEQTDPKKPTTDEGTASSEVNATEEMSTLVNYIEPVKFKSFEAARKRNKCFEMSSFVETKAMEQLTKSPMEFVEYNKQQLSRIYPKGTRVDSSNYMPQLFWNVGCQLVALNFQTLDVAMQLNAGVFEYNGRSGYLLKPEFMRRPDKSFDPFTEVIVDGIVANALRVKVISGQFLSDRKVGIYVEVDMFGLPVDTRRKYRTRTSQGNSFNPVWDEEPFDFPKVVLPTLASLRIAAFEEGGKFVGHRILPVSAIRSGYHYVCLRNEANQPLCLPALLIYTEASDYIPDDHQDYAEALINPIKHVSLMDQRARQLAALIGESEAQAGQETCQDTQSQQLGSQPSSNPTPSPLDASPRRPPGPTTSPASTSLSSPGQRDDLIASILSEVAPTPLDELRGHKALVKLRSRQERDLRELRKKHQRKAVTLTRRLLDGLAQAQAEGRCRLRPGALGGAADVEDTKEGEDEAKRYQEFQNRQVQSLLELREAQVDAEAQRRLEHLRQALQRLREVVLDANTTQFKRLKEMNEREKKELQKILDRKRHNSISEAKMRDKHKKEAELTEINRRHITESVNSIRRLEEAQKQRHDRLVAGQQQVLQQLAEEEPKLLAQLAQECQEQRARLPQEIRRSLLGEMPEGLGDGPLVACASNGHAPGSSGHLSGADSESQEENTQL
hcDAF-12 act: H. contortus DAF-12 activation, primary screen. actives 1.4% (n = 370,000). activation, % at 6.8 µM. HEK293 hcDAF-12 lit1-tk-luc reporter, luminescence; 0% DMSO, 100% Δ7-dafachronic acid;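 active means activation above the mean of all tested compounds plus 3 SD, cut at about 5.5% in these data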;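 further: 100% = response to 3 µM Δ7-dafachronic acid high control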
PG9 binder: PG9 antibody binding by small molecule. inhibition, % at 6.7 µM. actives 0.43% (n = 360,000). TR-FRET gp120-PG9 antibody binding; in the data active means inhibition above about 8.5%
DAX1 inh-1: inhibitors of human orphan nuclear receptor DAX1 (NR0B1); inhibition, % at 6.75 µM; HEK293 Gal4-DAX1 luciferase reporter, luminescence; actives 0.99% (n = 340,000); P51843; AID 504766;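 active means inhibition above the mean over all tested compounds plus 3 SD, cut at about 4.2% in these data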;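 further: 0% = DAX1-transfected cells with DMSO and 100% = empty-vector control cells with DMSO; inhibition shows as a rise in luminescence from relieved DAX1 repression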
NR1D1 modulator: modulators of human Rev-erb alpha DNA binding | AID 1259318 | activity, % at 10 µM | actives 0.79% (n = 370,000) | Rev-erbα–FITC-DNA binding, fluorescence polarization, 90 min;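 active means activity above about 14%, limit read from the data; passing the limit was not always enough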;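 further: 0% = DMSO wells with 35 nM protein and 100% = DMSO wells with 750 nM protein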
GAA850 FXN act: frataxin GAA850 promoter activation | HEK293 lucGAA850 FXN promoter luciferase reporter, 24 h; percent of 10 µM SAHA response | activation, % at 6 µM | actives 0.56% (n = 360,000) | AID 540364;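 active means activation above the average of all compounds screened plus 3 SD, cutoff fixed separately per campaign, cut at about 7.5% in these data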;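 further: 0% = DMSO wells and 100% = 10 µM SAHA wells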
DAX1 inh-2: DAX1 (NR0B1) inhibition, primary screen; inhibition, % at 6.8 µM; AID 652010; actives 1.1% (n = 370,000); HEK293T StAR-luciferase reporter, SF-1/DAX-1 repression relief;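 active means inhibition above the mean over all tested compounds plus 3 SD, cut at about 3.6% in these data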;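 further: 0% = DAX-1 cells with DMSO and 100% = cells lacking DAX-1 with DMSO; higher inhibition means more luminescence from relief of DAX-1 repression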
hgDAF12 agonist: agonists of H. glycines DAF-12 nuclear receptor | HEK293 GAL4-hgDAF12 UAS-luciferase reporter, agonist luminescence; normalized to butyrate control | activation, % at 6.8 µM | AID 687014 | actives 1.8% (n = 370,000);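 active means activation above a cutoff set at the mean of all screened compounds plus 3 SD, cut at about 10% in these data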;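 further: 0% = DMSO wells and 100% = sodium butyrate wells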
ssDAF-12 act: activators of S. stercoralis DAF-12 nuclear receptor | HEK293 ssDAF-12/GRIP1 lit1-tk-luc reporter, luminescence; % of 3 µM dafachronic acid response | activation, % at 6.8 µM | actives 1% (n = 370,000) | AID 652126;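 active means activation above the mean over all tested compounds plus 3 SD, cut at about 0.9% in these data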;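 further: 0% = DMSO-only wells and 100% = 3 µM delta7-dafachronic acid wells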
* marks the source's active call; other numbers are inactive results; . = not tested or not shown.

SMILES	sPLA2-III inh	SMARCA2 act	PLC-beta3 inh	hcDAF-12 act	PG9 binder	DAX1 inh-1	NR1D1 modulator	GAA850 FXN act	DAX1 inh-2	hgDAF12 agonist	ssDAF-12 act
CCOC(=O)C1=C(CNC(C)(C)CC(C)(C)C)NC(=O)NC1c1cccc([N+](=O)[O-])c1 (stereo unspecified)	0	-2	-3	-2.9	-0.9	-0.4	-4	0.6	-0.5	-4.8	-2.0
COCCn1c(C)cc(C2=NNC(=Nc3ccc(F)cc3)SC2)c1C	0	7	-10	3.0	-0.3	-0.2	1	-0.7	0.0	5.7	-0.4
CCOC(=O)C1CCCN(c2cc(=O)n(-c3ccccc3Cl)c(=O)[nH]2)C1 (stereo unspecified)	7	-3	1	-2.2	-0.3	0.4	2	2.5	-0.5	-0.6	-0.5
CCOC(=O)C1=C(C)NC(=O)C(C(N)=O)C12CCCCC2 (stereo unspecified)	1	1	0	-0.6	-0.1	-0.4	6	-0.6	-1.1	1.4	-0.9
CCN1CCc2c(OCc3ccc(C(=O)OC)o3)cccc2C1=O	-2	-2	-16	-0.1	-1.0	0.0	5	0.0	0.2	0.2	-1.3
CC/C(=C/c1ccccc1)c1cccc2[nH]c3c(OC)cccc3c12	-3	1	-165	-2.9	-0.6	0.3	0	-0.1	-0.2	0.9	-0.7
COc1ccc(NS(=O)(=O)c2ccc(N3CCCC3)c(N)c2)cc1	13	-2	-4	-2.0	-2.8	-1.9	2	-2.4	-1.2	-1.4	-1.9
Cc1ccc(CN2CCC(n3nccc3NC(=O)C3CCOC3)CC2)cc1C (stereo unspecified)	6	0	-3	2.8	0.0	-0.4	1	0.2	-0.6	0.1	-1.2
COc1cc(C(=O)Oc2ccc3ccc(O)cc3c2)cc(OC)c1OC	-91	1	-3	-2.0	-1.4	-1.7	0	0.1	-0.3	-1.2	-1.6
COc1ccc(-c2cc(C(=O)N3CCN(c4ccccc4O)CC3)c3ccccc3n2)cc1OC	-18	0	-309	-2.6	1.4	-1.8	2	-0.2	-7.2	-4.5	-1.3
COc1ccc(Oc2ccc(N/C=C/C(=O)C(C)(C)C)cc2)cc1	-2	2	-3	-0.5	-1.3	0.6	-5	0.6	-0.2	0.9	-0.8
Cc1ccc(C(=O)c2c[nH]c3c(F)cc(F)cc3c2=O)cc1	-3	-2	0	0.3	-2.6	-0.7	4	1.7	0.2	-0.7	-0.9
Cc1ccc(S(=O)(=O)N(C)C)cc1NC(=O)c1ccc2ccccc2n1	-6	1	2	2.0	0.1	1.8	-4	4.4	0.1	5.3	1.1*
C#CCNC(=O)C1=C[C@H](c2ccc(C(F)(F)F)cc2)C[C@H](OCc2ccc(CO)cc2)O1	-7	2	-4	-1.9	-1.1	0.3	7	1.1	-0.3	0.8	-1.0
O=C1C(=O)N(Cc2ccccc2)C(c2cccc(O)c2)/C1=C(\O)c1ccc2c(c1)OCCO2 (stereo unspecified)	-5	0	-11	-0.4	7.3	0.2	8	0.6	0.0	1.2	-1.5
COc1ccc(S(=O)(=O)Nc2ccc(N(C)C(C)=O)cc2)cc1	-1	-4	2	0.0	1.7	0.6	-3	2.0	0.0	-1.7	-1.3
CCOc1ccc(CN2CCNC(=O)C2CC(=O)NCCCOc2cccnc2)cc1 (stereo unspecified)	8	-1	-12	-3.1	0.8	-0.2	-4	-0.8	-1.1	0.3	-1.1
CCCCn1c(N)c(N(CC(C)C)C(=O)c2ccc(C)o2)c(=O)[nH]c1=O	11	-2	-11	-1.4	0.9	0.6	5	0.0	-0.2	-2.3	-0.7
Oc1ccc(-c2nc3ccccc3nc2-c2ccccc2)cc1	-29	0	-21	-0.1	-2.5	-1.6	4	0.3	-0.6	-3.7	-1.3
O=C(CCN1C(=O)c2ccc([N+](=O)[O-])cc2C1=O)Nc1ccc(O)cc1C(=O)O	-1	-3	-7	-2.1	-1.9	1.2	-5	2.2	0.5	-3.5	-0.3
O=C(NCCC(=O)N1CCN(C(=O)c2ccco2)CC1)c1ccc(Br)cc1	9	-1	-1	0.9	0.1	1.7	1	-1.3	1.1	-0.2	-0.7
CCOC(=O)C1(CCc2ccccc2)CCN(Cc2c(O)cccc2OC)CC1	-14	-1	-2	-1.4	-0.6	-0.5	-1	-1.0	-0.5	-2.1	-1.8
COc1ccc(C(=O)NC(=S)Nc2cccc(S(=O)(=O)N3CCOCC3)c2)cc1	4	-3	1	-1.8	0.8	-1.0	6	-3.2	-2.7	4.1	-2.4
COC(=O)c1cnn2c(C(F)(F)F)cc(-c3ccc(F)cc3)nc12	-1	3	-74	-1.8	0.3	-0.6	-3	-2.3	-0.1	-0.8	-1.2
Cn1c(=O)[nH]c(=O)c2c1nc1n2CCCN1CCc1ccccc1	5	1	0	0.6	-1.3	1.7	10	1.6	0.3	-3.5	-1.1

Next part.
SMILES	sPLA2-III inh	SMARCA2 act	PLC-beta3 inh	hcDAF-12 act	PG9 binder	DAX1 inh-1	NR1D1 modulator	GAA850 FXN act	DAX1 inh-2	hgDAF12 agonist	ssDAF-12 act
CC1COc2ccccc2N1C(=O)c1ccccc1Cl (stereo unspecified)	2	-3	-7	1.2	0.6	-0.8	4	2.0	-0.2	-1.1	-0.9
CC1CC(C)CN(C(=O)COC(=O)Cc2ccc(Cl)cc2)C1 (stereo unspecified)	2	-3	-4	0.4	-0.2	0.4	1	1.3	0.0	-1.6	-0.8
C=CCC(NC(=O)c1ccc(C#N)cc1)C(=O)NCCC (stereo unspecified)	12	2	2	2.9	-0.1	0.7	1	0.9	-0.5	-1.7	-1.2
Cc1c(/C=C/C(=O)c2cccs2)cnn1C	11	0	-26	0.8	1.6	1.9	6	4.8	1.4	6.3	-0.4
O=S(=O)(c1ccccc1)N1CCC(O)(CSc2ccccc2)CC1	-6	-7	1	-3.1	-3.6	-0.2	0	0.6	-1.5	-7.0	-2.0
CCOC(=O)c1c(O)c2c(n(Cc3ccco3)c1=O)CCCC2	3	-2	-1	-1.0	2.1	0.0	1	2.8	0.3	-1.2	-0.7
O=C1NCCN1c1ccc(CN2CCN(C3CCCCC3)C(CCO)C2)cc1 (stereo unspecified)	6	1	-9	0.8	-0.4	1.2	1	-0.1	0.4	4.1	-1.1
COc1cc(C(CC(=O)N2CCOCC2)c2c(OC)cc(OC)c3ccc(=O)oc23)cc(OC)c1OC (stereo unspecified)	7	-2	-23	-1.3	2.2	0.8	-3	1.8	-0.5	-1.0	-1.7
CCN(CCNC(=O)c1ccc(CSc2nc3ccncc3[nH]2)cc1)c1ccccc1	-27	-1	3	-1.9	-0.8	-0.3	8	-0.1	-0.1	1.2	-1.4
O=[N+]([O-])c1ccc(-c2ccn[nH]2)o1	2	1	-1	-1.4	0.6	2.0	-2	1.4	-1.1	2.4	-1.9
O=C(O)c1ccccc1C(=O)Nc1nc(-c2ccc3ccccc3c2)cs1	-23	6	-19	2.5	0.2	1.1	-5	5.5	0.9	7.0	0.4
O=C(CSc1nnc(SCC(=O)c2ccco2)s1)c1ccco1	-22	0	-2	1.6	-1.8	-0.6	-4	1.9	-1.0	-0.7	0.3
O=C(c1cccc2ccccc12)N1CCN(c2ccccc2F)CC1	-6	-3	4	-0.3	-2.0	-0.1	1	0.1	-0.7	0.6	-0.8
COc1ccc(CN2CCNC(=O)C2CC(=O)NCCc2cnccn2)cc1C (stereo unspecified)	3	-2	-7	-1.0	0.4	1.2	-2	1.0	0.4	-0.7	-0.7
COc1ccc(-c2ccc(C(=O)NCCc3ccccc3)c3occc23)c(C)c1	-17	-3	-13	-2.1	1.0	.	1	3.0	-0.1	1.3	-1.1
COc1ccc(C(=O)CSc2nnc(CNC(=O)c3ccc(S(=O)(=O)N(C)C)cc3)o2)cc1	-24	-2	-37	-2.3	-1.6	0.1	-5	1.8	-0.1	1.2	-0.9
NCc1cc2c3c(c1)CCCN3CCC2	6	-1	-32	0.5	-0.1	-0.8	-1	2.4	-0.1	-1.3	-0.8
O=C(Nc1ccc(F)cc1F)c1c(C(F)(F)F)ccnc1Oc1ccc(Cl)cc1	3	-4	0	-1.0	1.3	0.1	9	-0.3	0.1	-1.2	-0.6
CCN(CC)S(=O)(=O)c1ccc(N2CCOCC2)c(NC(=O)C2CC2)c1	-5	-1	-8	0.3	-2.3	-1.0	-3	1.2	2.2	0.2	-0.9
COc1cccc(-c2c(C(=O)N/N=C/c3ccc(C)o3)nnn2-c2nonc2N)c1	-13	-3	-21	-2.6	-1.6	-0.1	3	0.6	-1.7	1.1	-1.1
O=S(=O)(c1cccs1)N1CCN(S(=O)(=O)c2cccs2)CC1	4	-2	-1	-0.7	-2.1	-0.1	2	-0.8	1.3	1.1	-0.9
CNC(=O)C[C@H]1C(=O)N(CCc2ccccc2)C[C@@H]1C	10	-5	0	1.8	0.6	0.0	3	-2.1	0.5	-0.5	-0.9
Cc1cc(N2CCOCC2)nc(-c2ccc(Br)cc2)n1	-3	-1	-1	-0.8	0.6	-0.2	0	4.0	-0.7	0.6	-1.3
COc1ccc(-n2nnc3c(=O)n(CC(=O)N4CCCC4)cnc32)cc1	8	-4	0	-1.4	0.1	1.0	-2	1.4	-0.3	1.6	0.5
C/C(=N\NC(=S)NCc1ccccc1)c1ccc(C)o1	14	3	-8	-1.2	0.1	-1.1	0	1.2	-0.7	-2.2	-1.6

Following part:
SMILES	sPLA2-III inh	SMARCA2 act	PLC-beta3 inh	hcDAF-12 act	PG9 binder	DAX1 inh-1	NR1D1 modulator	GAA850 FXN act	DAX1 inh-2	hgDAF12 agonist	ssDAF-12 act
CCCCCn1c(C)c2c(OCC)cccc(=O)c2c1C	0	0	-21	-0.2	-0.1	-0.6	-1	-0.3	0.4	-1.0	-1.7
CCOC(=O)c1ccc(NC2=CC(=O)C(=O)c3ccccc32)cc1	-11	-1	-4	2.6	0.3	3.5	-1	-0.3	0.0	3.2	-0.3
COc1ccc(CNC(=O)C2CSC(=O)C2)cc1 (stereo unspecified)	-1	-1	1	-1.1	0.5	1.2	2	-0.5	0.0	2.4	-0.6
COc1ccc(OCC(O)CN2CCN(c3ncccn3)CC2)cc1 (stereo unspecified)	3	-2	3	1.1	-1.0	-0.1	-5	0.7	0.3	-1.1	-1.0
COc1cccc(CNC(=O)C2CCN(S(=O)(=O)c3cccs3)CC2)c1	10	-2	1	2.6	-0.4	0.3	-3	0.9	0.1	2.4	-1.2
CCOc1ccc(OCC)c(S(=O)(=O)NCc2ccccn2)c1	-3	-1	1	1.3	-2.1	0.9	-1	0.8	0.1	0.3	-1.0
O=CN1CCN(C(=O)c2cc3cc(Cl)ccc3[nH]2)CC1	0	1	-7	-0.5	0.2	-0.4	9	1.7	0.0	0.9	-0.8
CN1CCN(C(=O)c2ccc(-c3cccs3)s2)CC1	11	4	-329	1.5	-1.7	.	4	1.4	1.7	8.8	-1.1
CC(C)(C)CC(=O)Nc1nnc(SCC(=O)NC2CCCC2)s1	-4	0	1	-1.4	-1.2	0.1	0	-1.8	-0.4	-1.4	-1.0
O=C(NC1CCCC1)C1CCN(C(=O)Nc2cccc(Cl)c2)CC1	11	-3	-10	-3.2	0.2	-0.3	0	0.1	-0.1	-3.2	-0.6

Compounds as they come; about 7% have a hit in one of these screens.
